Rpn11 block – inhibitors of human proteasome Rpn11; human 26S proteasome, Ub4-pepOG fluorescence polarization; 20S core pre-blocked with epoxomicin; calls only at 20 µM; 360,000 compounds, 0.59% hits;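 active = inhibition at 20 µM, scaled to each plate's controls, above about 33%, limit read from the data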
Target sequence (O00487 whole entry, looked up): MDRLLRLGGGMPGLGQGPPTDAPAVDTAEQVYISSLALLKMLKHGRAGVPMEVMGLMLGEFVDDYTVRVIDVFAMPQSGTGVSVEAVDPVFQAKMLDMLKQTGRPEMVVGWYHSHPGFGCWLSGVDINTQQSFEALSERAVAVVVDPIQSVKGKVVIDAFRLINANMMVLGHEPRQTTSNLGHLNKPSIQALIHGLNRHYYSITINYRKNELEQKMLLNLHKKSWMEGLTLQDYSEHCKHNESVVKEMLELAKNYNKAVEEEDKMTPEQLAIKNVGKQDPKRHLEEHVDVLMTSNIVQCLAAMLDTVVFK
Scp1 inh – blocks human Scp-1 phosphatase activity. Q9GZU7. 340,000 compounds, 0.88% hits. AID 493091. Recombinant Scp1, phosphopeptide, malachite green phosphate absorbance. inhibition, % at 20 µM;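 active = inhibition above about 50% at 20 µM, limit read from the data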;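 note: plate controls were DMSO wells with enzyme for no effect and wells lacking enzyme for full effect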
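Material – SCP-1 phosphatase catalytic domain, residues 76-261 · Buffer or medium – Acidic Tris acetate buffer with magnesium and detergent · Also added – Phospho 17-mer peptide substrate · Compound – single 20 µM dose, 1% DMSO · Times – 45 min room-temperature reaction, 5 min colour, 30 min stabiliser · Technique – Phosphate-binding colour reagent, absorbance read at 630 nm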
DNMT1 inh – blocks human DNA methyltransferase DNMT1; inhibition (reported as % activation of signal), % at 10 µM; 360,000 compounds, 0.83% hits; DNMT1 molecular beacon, Hinp1I cleavage, fluorescence; P26358; in the data active = inhibition above about 50%
MLLE-PAM2 inh – blocks PAM2 peptide binding to the PABP1 MLLE domain; inhibition, % at 20 µM; AID 588489; 360,000 compounds, 0.36% hits; P11940; GST-MLLE / FITC-PAM2 fluorescence polarization; in the data active = inhibition above about 35%, passing the limit was not always enough;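 note: plate controls were DMSO wells with GST-MLLE for no effect and wells lacking GST-MLLE protein for full effect; some results filed as inactive read as strong as hits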
CSN inh – blocks human CSN-mediated cullin deneddylation | Q92905 | Purified CSN, SCF-Nedd8-OG deneddylation, fluorescence polarization | inhibition, % at 12.5 µM | 360,000 compounds, 0.38% hits;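 active = pattern-corrected inhibition above about 35%, with an unprinted fluorescence ratio check between 0.5 and 1.5, limit read from the data, passing the limit was not always enough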;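 note: 0% = enzyme with substrate and 100% = substrate without enzyme; some results filed as inactive read as strong as hits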
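Material: human Csn5 produced in HEK293T cells; Input: enzyme 0.24 nM; Reagent: SCFSkp2-Nedd8OG substrate at 10 nM final; Dosing: 12.5 µM compound; Incubation: 90 min reaction at room temperature; Detection: fluorescence polarization of the substrate; Evaluation: % inhibition of substrate cleavage by Csn5; Control set: substrate-only high control, full reaction low control.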
NadD inh – NadD (S. aureus) enzyme inhibition. purified NadD enzyme, colorimetric absorbance read-out. inhibition, % at 20 µM. 360,000 compounds, 0.78% hits. AID 602399; in the data active = inhibition above about 26%; note: some compounds past the cut are filed as inactive
SUMO1-SIM PPI – alters human SUMO1 binding to SIM partners | SUMO1 binding to a labelled peptide, TR-FRET, 1 h | inhibition, % at 20 µM | 360,000 compounds, 0.33% hits | AID 602429; in the data active = inhibition above about 37%
STEP block – inhibitors of human striatal-enriched phosphatase STEP | P54829 | recombinant STEP, OMFP fluorogenic substrate, fluorescence | inhibition, % at 20 µM | 360,000 compounds, 0.25% hits;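 active = inhibition at 20 µM, scaled per plate between control wells, above about 37%, limit read from the data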;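 note: 0% = DMSO with enzyme and substrate and 100% = substrate only without enzyme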
Target sequence (P54829 whole entry, looked up): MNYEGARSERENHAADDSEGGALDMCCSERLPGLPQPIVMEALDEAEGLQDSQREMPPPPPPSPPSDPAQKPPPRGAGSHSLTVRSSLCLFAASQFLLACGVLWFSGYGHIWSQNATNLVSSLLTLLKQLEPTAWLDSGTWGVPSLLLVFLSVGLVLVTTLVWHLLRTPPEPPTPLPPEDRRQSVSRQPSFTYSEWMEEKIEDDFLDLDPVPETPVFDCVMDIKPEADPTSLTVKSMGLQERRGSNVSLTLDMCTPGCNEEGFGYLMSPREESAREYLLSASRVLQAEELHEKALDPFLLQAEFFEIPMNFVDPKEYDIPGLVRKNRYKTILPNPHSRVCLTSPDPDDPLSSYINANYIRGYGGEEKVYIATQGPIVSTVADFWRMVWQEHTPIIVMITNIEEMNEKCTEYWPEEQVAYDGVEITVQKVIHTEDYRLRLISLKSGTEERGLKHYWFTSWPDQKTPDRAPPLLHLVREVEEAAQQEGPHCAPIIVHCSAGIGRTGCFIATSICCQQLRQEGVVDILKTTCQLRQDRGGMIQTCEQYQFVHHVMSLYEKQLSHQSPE
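Measure: Control-normalized % inhibition with plate pattern correction | Test system: STEP phosphatase, cell-free reaction | Medium: pH 6.0 Bis-Tris with DTT and Tween 20 | Technique: Fluorescence, 480/540 nm | Times: Reaction 20 min, ambient temperature | Doses: Single compound dose of 20 µM, 1% DMSO final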
LMPTP block – blocks human LMPTP phosphatase. P24666. recombinant LMPTP-A, OMFP fluorogenic substrate, fluorescence intensity. inhibition, % at 20 µM. 360,000 compounds, 0.22% hits. AID 651560;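 active = compounds that cut the enzyme signal by at least half of the control window in the single-dose screen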;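 note: plate controls were DMSO wells with enzyme plus substrate for no effect and substrate without enzyme for full effect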
Target sequence (P24666 whole entry, looked up): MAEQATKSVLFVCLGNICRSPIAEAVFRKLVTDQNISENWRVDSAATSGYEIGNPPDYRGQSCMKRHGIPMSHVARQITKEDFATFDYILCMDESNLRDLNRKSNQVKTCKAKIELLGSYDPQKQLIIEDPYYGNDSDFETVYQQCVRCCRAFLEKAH
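Assay system: LMPTP-A, protein tyrosine phosphatase of low molecular weight / Medium: pH 6.0 Bis-Tris buffer with DTT and Triton X-100 / Schedule: 50 min enzyme reaction at room temperature, protected from light / Measured by: endpoint fluorescence intensity from OMFP dephosphorylation / Read-out basis: % inhibition relative to no-enzyme and uninhibited control wells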
Tb MetRS inh – Trypanosoma brucei MetRS inhibition. purified T. brucei MetRS, ATP depletion, Kinase-Glo luminescence. inhibition, % at 11.9 µM. 360,000 compounds, 0.4% hits;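 active = inhibition above a per-plate cutoff of the control wells' mean inhibition plus 3 SD, cut at about 5.5% in these data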;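 note: 0% = DMSO wells median and 100% = median of wells with control inhibitor compound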
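Dosing: 11.9 µM single point; system: parasite MetRS enzyme; technique: luminescence of leftover ATP; times: 15 min enzyme-compound preincubation, 2 h reaction, 10 min detection, 25 °C; replicates: each compound tested once; read-out basis: percent inhibition relative to median high and low control wells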
An asterisk follows results filed as active; i = inactive; · = not tested or not shown.

canonical_smiles,LMPTP block,NadD inh,STEP block,Tb MetRS inh,Scp1 inh,CSN inh,Rpn11 block,DNMT1 inh,MLLE-PAM2 inh,SUMO1-SIM PPI
O=C(c1ccccc1F)N1CCN(c2ccc([N+](=O)[O-])c(NCc3cccnc3)c2)CC1,2.8,-2,-2,1.9,0,0,i,2,-8,-31
Cc1cc(C)nc(NS(=O)(=O)c2ccc(N3C(=O)c4ccccc4C3=O)cc2)n1,-0.9,6,-2,0.9,-10,5,i,2,3,-14
O=C(c1ccc(Cl)cc1)c1c[nH]c(C(=O)NNc2cccc(Cl)n2)c1,1.1,1,0,22*,-2,-1,i,7,-17,0
Cc1nc(-c2ccccc2)nc2[nH]c(-c3ccccc3)cc(=O)c12,2.1,5,1,-0.6,3,3,i,-5,4,-12
O=C(N1CCN(c2ccccc2F)CC1)C1(c2cccs2)CCOCC1,0.1,-3,-1,0.5,-10,1,i,-3,-7,0
C/C(=N\NC(=O)c1cccc(S(=O)(=O)N2CCCC2)c1)c1cccs1,-1.9,-3,0,-0.8,-3,-6,i,1,-3,-6
O=C(COn1nnc2ccccc21)NCC1CCCCC1,-1.2,-1,4,-0.3,-1,2,i,2,-5,1
COc1cc2c(cc1OC)C(c1ccccc1[N+](=O)[O-])=NCC2,0.3,0,1,0.5,·,0,i,3,1,-8
CCOC(=O)c1ccc(-c2ccc(/C=N/NC(=O)c3cncc(Br)c3)o2)cc1,17,11,0,0.2,27,3,i,43,-36,-7
CCC(CC)c1nnc(NC(=O)C2CSC3(C)CCC(=O)N23)s1 (stereo not given),-0.2,1,0,-0.2,-2,-1,i,-6,1,6
NC(=O)c1cccc([N+](=O)[O-])c1,-1.1,2,-1,-0.7,0,-2,i,-1,-11,-14
CC(C)CCNc1nc2ccccc2nc1NS(=O)(=O)c1cccs1,3.4,6,1,-0.9,-16,4,i,2,-2,1
O=C(OCC1OC(n2ncc(=O)[nH]c2=O)C(OC(=O)c2ccccc2)C1OC(=O)c1ccccc1)c1ccccc1 (stereo not given),4.6,1,-1,0.2,-7,7,i,0,-12,14
O=C(CN1C(=O)C2C3C=CC(C3)C2C1=O)Nc1ccc2nccnc2c1 (stereo not given),-0.9,4,1,-0.2,-6,5,i,-1,2,-14
CCNC(=S)N(CCN(C)C)Cc1cc2cc(OCC)ccc2[nH]c1=O,-2.5,-1,3,0.4,4,4,i,-2,-122,-1
Cn1c(N)c(C(=O)COC(=O)CNC(=O)c2ccccc2)c(=O)n(C)c1=O,-0.8,-2,1,-0.1,-3,2,i,0,4,4
Cc1sc2ncnc(N3CCC(C(=O)Nc4ccc(C#N)cc4)CC3)c2c1C,2.5,4,-2,-0.1,-6,4,i,-4,-17,-12
Cc1ccc([C@@H]2CC(=O)[C@@H]3CN(S(=O)(=O)c4ccc(C)cc4)[C@H](c4cccc5ccccc45)C[C@@H]3N2S(=O)(=O)c2ccc(Cl)cc2)cc1,-0.2,21,-2,0.8,·,0,i,4,17,0
CCNc1nc(NCC)nc(N/N=C/c2ccc(O)c(O)c2)n1,0.0,2,1,-0.2,-9,5,i,13,5,-4
CC(C)(C)c1ccc(C(=O)NCC(=O)OCCN2C(=O)c3ccccc3C2=O)cc1,-0.5,-4,2,-0.9,0,2,i,-1,7,-7
COC(=O)[C@@]1(Cc2ccc(F)cc2)[C@H]2c3cc(C(=O)N(C)C)n(CCc4c[nH]c5ccc(O)cc45)c3C[C@H]2CN1C(=O)c1ccccc1,3.0,25,·,-1.0,·,7,·,·,·,7
Cc1ccc2cc(CN(C(=O)c3ccco3)c3cccc(C)c3C)c(=O)[nH]c2c1,0.9,2,0,0.0,-5,4,i,2,4,0
O=C(O)C1Nc2ccc(Br)cc2C2C=CCC12 (stereo not given),84*,31*,94*,-0.2,69*,30,i,93*,18,94*
Cc1cccc(N(CC(=O)NCc2ccco2)S(=O)(=O)c2ccccc2)c1,-0.9,-1,-2,0.3,·,0,i,-1,-7,4
O=C(O)Cc1ccc(NS(=O)(=O)c2ccc3c(c2)OCCO3)cc1,-1.3,-1,-1,0.1,·,5,i,5,-7,2
COC(=O)c1sccc1NC(=S)N1CCCCC1C (stereo not given),2.7,6,2,-0.7,-2,-1,i,3,13,2
O=C(/C=C/c1ccc([N+](=O)[O-])cc1)OCC(=O)N1CCCCCC1,-1.4,2,1,0.0,-10,4,i,-5,-19,-13
O=C1c2ccccc2C(=O)N1S(=O)(=O)c1ccccc1,-1.2,-3,-1,-0.3,-6,-3,i,-1,8,-2
CCN(C(=O)CSc1nc(C)c(C)c(C)n1)C1CCS(=O)(=O)C1 (stereo not given),0.8,1,4,-0.5,4,-1,i,3,21,-2
O=C(Cn1nnc(-c2ccccc2)n1)Nc1ccccc1N1CCOCC1,-0.4,-6,3,-1.5,-2,-3,i,1,6,-3
CC(C)c1nc2ccccc2c2nnc(SCC(=O)NCc3ccco3)n12,-0.1,-4,-1,-0.5,-6,2,i,3,2,1
Cc1ccc(C(=O)NCCCNC(=O)c2ccco2)cn1,-1.8,0,-2,-0.6,-3,1,i,0,11,0
ONC(=Nc1ccc(Cl)cc1)c1ccc(Cl)cc1,-0.6,-4,0,0.0,0,-4,i,-4,-4,-3
O=C(Nc1cccc(C(=O)N2CCOCC2)c1)c1ccccc1,-1.9,0,2,-0.4,-2,2,i,4,0,4
COC(=O)C1=C(C(=O)OC)SC(=C2C(=S)C(C)(C)N(C(=O)C3CC3)c3ccccc32)S1,5.9,12,8,-0.5,-12,0,i,-14,40*,-23
CC(C)NC(=O)C1(C)CN(S(C)(=O)=O)CC(=O)N1CCCn1ccnc1 (stereo not given),-5.9,·,·,0.1,·,-5,·,·,·,-6
Cc1ccc(Oc2ccc(S(=O)(=O)Nc3ccc(C(=O)O)cc3)cc2)cc1,-1.3,-3,-2,0.2,-8,0,i,1,13,7
CCOc1ccc(-c2nnc3sc(COc4ccc(C)cc4)nn23)cc1,1.5,7,3,0.6,-4,2,i,1,-86,0
CCCN1CCC(=O)N([C@H](CSc2ccc(C)cc2)Cc2ccccc2)CC1,-2.1,-6,-2,-0.1,0,0,i,3,13,0
Cc1cc(C)cc(N(CC(=O)NCC2CCCO2)C(=O)CCC(=O)Nc2nccs2)c1 (stereo not given),-1.2,-16,2,-0.8,-2,4,i,2,-12,-2
CCN=C(NCC)SC1CC(=O)N(c2ccc(F)cc2)C1=O (stereo not given),-1.4,-6,-3,-0.2,-16,-9,i,0,3,2
CCC(C)[C@H]1CNCCN1CCc1cc(C(F)(F)F)cc(C(F)(F)F)c1 (stereo not given in full),-11,-8,-2,-0.5,9,-1,i,20,0,-14
CC1=NN(C(=O)Cc2ccc([N+](=O)[O-])cc2)C(O)(C(F)(F)C(F)(F)F)C1 (stereo not given),0.0,-2,-2,-0.5,-7,-4,i,6,-17,-14
CCCCn1nnnc1SCC(=O)Nc1ccc2c(c1)OCO2,1.2,6,2,-0.5,-6,2,i,-10,0,0
CC(=O)Nc1ccc(C(=O)CCl)cc1,-0.1,0,0,-0.1,-15,-4,i,-2,5,3
Cc1nc(C(F)(F)F)ccc1C(=O)N1CCC(C)(C(=O)O)C1 (stereo not given),-0.6,4,3,0.3,·,-2,i,2,15,-2
CCC(=O)c1ccc(OCc2ccc(C(=O)OC)cc2)c(OC)c1,-0.2,-5,2,-0.3,-17,8,i,-3,1,-2
CC1(C)CC(=O)C(C(N)=NC(=O)c2ccccc2)=C(O)C1,-0.4,1,1,1.2,-7,-9,i,0,-3,4
COC(=O)CC1=NN(c2nc(C)cc(C)n2)C(=O)C1,0.0,-5,-2,-0.6,-5,-4,i,2,13,1
FC(F)(F)c1ccccc1Cc1c(-c2ccco2)nc2ccc(Cl)cn12,2.3,13,1,-0.2,·,15,i,10,4,8
CC(C)c1ccc(NC(=S)NN(c2ccccc2)c2ccccc2)cc1,3.5,-1,4,-0.8,-5,-3,i,-7,29,1
COc1cccc(OC)c1C(=O)Nc1ccccc1C(=O)N1CCOCC1,-1.2,1,1,-0.6,-1,-2,i,0,2,0
CN(Cc1c(C(=O)N/N=C/c2ccccc2)nnn1-c1nonc1N)C1CCCCC1,0.6,10,-2,-0.1,-11,-5,i,1,-6,-4
N#Cc1ccsc1NC(=O)CN1C(=O)NC2(CCCCC2)C1=O,0.6,-2,3,-0.1,4,8,i,-6,-30,7
CCOc1ccc(Br)cc1S(=O)(=O)NC(=O)c1ccccc1,-1.1,-1,-4,0.0,-11,-2,i,0,27,2
O=C(NCC1CCCO1)C(c1ccc(F)cc1)N(CC1CCCO1)C(=O)c1ccc(-c2ccccc2)[nH]1 (stereo not given),-1.0,-3,-1,-0.7,-5,7,i,0,1,11
COc1ccccc1NS(=O)(=O)c1cc(NC(=O)CN2C(=O)NC3(CCCCC3)C2=O)ccc1C,-0.4,-5,-2,-0.4,-6,0,i,-6,10,4
Nc1cc(C(=O)OCC(=O)NCC2CCCO2)ccc1Cl (stereo not given),-1.0,1,0,0.2,-2,1,i,1,-4,13
Cc1cccc(N(C)C(=O)COc2cc(=O)n(C)c3ccccc23)c1,-0.1,-2,6,0.0,-8,1,i,1,-9,-2
Cn1cccc1C(=O)NNC(=O)COc1ccc(Br)cc1,-0.3,-4,-1,0.1,-5,1,i,2,14,2
CN(C)CCCOC(=O)c1ccc(Cl)cc1,-4.1,-7,-3,0.3,-5,-7,i,-2,-1,-1

Record cards (already shown).
Cc1nc(C(F)(F)F)ccc1C(=O)N1CCC(C)(C(=O)O)C1 (stereo not given) as listed: LMPTP block = -0.6; NadD inh = 4; STEP block = 3; Tb MetRS inh = 0.3; Scp1 inh = ·; CSN inh = -2; Rpn11 block = i; DNMT1 inh = 2; MLLE-PAM2 inh = 15; SUMO1-SIM PPI = -2
O=C(Nc1cccc(C(=O)N2CCOCC2)c1)c1ccccc1 as listed: LMPTP block = -1.9; NadD inh = 0; STEP block = 2; Tb MetRS inh = -0.4; Scp1 inh = -2; CSN inh = 2; Rpn11 block = i; DNMT1 inh = 4; MLLE-PAM2 inh = 0; SUMO1-SIM PPI = 4
